Screens as filed in PubChem.
AmpC det inh = inhibitors of E. coli AmpC beta-lactamase with detergent | purified AmpC, nitrocefin hydrolysis with detergent | AID 584 | Potency, µM (top dose mostly 28.7 µM), inactives show at the highest dose activity change, negative = inhibition | 0.09% of 71,000 active | P00811; active = well fitted curve in the direction sought with a large enough effect
Target sequence (P00811 whole entry, looked up): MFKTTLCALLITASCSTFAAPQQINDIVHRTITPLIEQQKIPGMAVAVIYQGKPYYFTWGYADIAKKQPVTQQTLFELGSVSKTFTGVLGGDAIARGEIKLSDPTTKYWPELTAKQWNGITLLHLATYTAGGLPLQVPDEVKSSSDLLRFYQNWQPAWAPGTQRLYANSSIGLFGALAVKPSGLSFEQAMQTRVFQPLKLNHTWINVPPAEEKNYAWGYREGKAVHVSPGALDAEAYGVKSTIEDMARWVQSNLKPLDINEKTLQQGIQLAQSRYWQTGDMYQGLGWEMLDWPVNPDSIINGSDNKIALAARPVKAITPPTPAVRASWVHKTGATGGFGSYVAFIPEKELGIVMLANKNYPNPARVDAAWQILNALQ
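E. coli AmpC (5.3 nM) in 20 mM phosphate pH 7.0 with 0.01% Triton X-100, preincubated 15 min RT with compound; nitrocefin (2 uL of 800 uM stock) hydrolysis followed by 480 nm absorbance every 20 s over 4 min.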
The depositor's hits bear a star; [ ] = remark or other dose. % is set by controls: 0 for no effect and ±100 for the full control effect; potency is the fitted concentration of half-maximal effect. The list is partial, so the mix of outcomes need not match the whole.

Start of the listing, in advance:
`CCC(Oc1ccccc1)C(=O)Nc1cc(C)on1` (centres undefined) gave AmpC det inh 13%.
O=C(COc1ccccc1)N1CCN(C/C=C/c2ccccc2)CC1 was read as AmpC det inh -6%.

The whole of this part, from the start:
`CCC(Oc1ccccc1)C(=O)Nc1cc(C)on1` (centres undefined) gave AmpC det inh 13%.
O=C(COc1ccccc1)N1CCN(C/C=C/c2ccccc2)CC1 was read as AmpC det inh -6%.
NC(=O)C1CC(=O)N(Cc2ccc3c(c2)OCO3)C(=Nc2ccccc2)S1 (centres undefined) was read as AmpC det inh 10%.
`Cc1cccc(N2CC3=C(C2=O)C(c2ccccc2)NC(=O)N3C)c1` (centres undefined) gave AmpC det inh 10%.
`CCN(Cc1ccccc1)C(c1ccncc1)c1nnnn1C(C)(C)C` (centres undefined) gave AmpC det inh -1%.
Screening CCOC(=O)c1[nH]c(C)c(C(=O)Nc2ccc(Cl)cc2)c1C returned AmpC det inh 9%.
CCOC(=O)N1CCC(NC(=O)c2cn(-c3ccc(OC)cc3)c(=O)c3ccccc23)CC1 was read as AmpC det inh -2%.
Screening Cc1cccc(C)c1NS(=O)(=O)c1ccc(F)cc1 returned AmpC det inh -2%.
`COc1ccc(CCNC(=O)CSc2nnnn2-c2ccccc2)cc1` gave AmpC det inh 7%.
Screening Nc1cc(=O)nc(SCc2ccccc2)n1Cc1ccco1 returned AmpC det inh 0%.
For CCOc1ccc(NC(=O)CNC(=O)c2ccc(OC)c(OC)c2)cc1 the results were AmpC det inh -3%.
For COc1cccc(-c2nc(CC(=O)O)cs2)c1OC the results were AmpC det inh -4%.
Screening COC(=O)[C@@]1(Cc2ccc(F)cc2)[C@H]2c3cc(C(=O)N(C)C)n(Cc4ccccn4)c3C[C@H]2CN1C(=O)c1ccccc1 returned AmpC det inh 0%.
CCC(=NCCC1=CCCCC1)c1c(O)[nH]c(=O)[nH]c1=O was read as AmpC det inh -2%.
Screening CCCNC(=O)c1ccccc1NC(=O)CN(c1ccccc1OCC)S(C)(=O)=O returned AmpC det inh -3%.

2 records drawn at random from the list so far:
NC(=O)C1CC(=O)N(Cc2ccc3c(c2)OCO3)C(=Nc2ccccc2)S1 (centres undefined) was read as AmpC det inh 10%.
`COc1ccc(CCNC(=O)CSc2nnnn2-c2ccccc2)cc1` gave AmpC det inh 7%.

(cont.)
COc1ccc(C(=O)c2oc3ccccc3c2N)cc1 was read as AmpC det inh -6%.
Screening Nc1nnc(CCN2C(=O)CSC2=O)s1 returned AmpC det inh -4%.
For Cc1nc(Nc2ccncc2)c2oc3ccccc3c2n1 the results were AmpC det inh 0%.
COc1ccc(-c2nc3cnc(OC)nc3n(C[C@H]3CCCO3)c2=O)cc1 was read as AmpC det inh -1%.
Screening O=C(O)[C@@H]1CCCC[C@@H]1C(=O)N1CCc2ccccc2C1CN1C(=O)c2ccccc2C1=O (some centres undefined) returned AmpC det inh -1%.
For O=C(CCc1nc2ccccc2c(=O)[nH]1)N1CCN(C/C=C/c2ccccc2)CC1 the results were AmpC det inh -4%.
`O=C(NCC1CCCO1)c1csc2c1CCCC2` (centres undefined) gave AmpC det inh -3%.
For CNc1ccc(OC(F)F)cc1C(=O)c1ccccc1 the results were AmpC det inh 10%.
For Cc1ccc(NC(=O)c2ccc3ccccc3n2)nc1 the results were AmpC det inh -2%.
`Cn1c(=O)c2c(nc(NCc3ccccc3)n2Cc2ccc(F)cc2)n(C)c1=O` gave AmpC det inh 10%.
Screening COc1ccc(C)cc1NC(=O)CSc1nc(SC)ns1 returned AmpC det inh -4%.
For COCc1cc(=O)[nH]c(SCC(=O)Nc2ccccc2)n1 the results were AmpC det inh -2%.
COc1ccc(C(C#N)(CCC#N)CCC#N)cc1OC was read as AmpC det inh -1%.
Screening COc1ccccc1N1CCN(c2cc(=O)n(-c3ccc(Cl)cc3)c(=O)[nH]2)CC1 returned AmpC det inh 13%.
`COC(=O)NCCOC(=O)N(O)c1ccc(Br)cc1` gave AmpC det inh -2%.
Screening O=C(COc1ccc2c(c1)OCO2)NC12CC3CC(CC(C3)C1)C2 returned AmpC det inh -3%.
Screening Cc1nc2ccc(NC(=O)N3CCCCC3)cc2s1 returned AmpC det inh -1%.
For O=C(Nc1ccccc1)c1ccc2nc(-c3ccco3)c(-c3ccco3)nc2c1 the results were AmpC det inh -7%.
Screening O=C(OCC(O)CN1CCCCC1)C12CC3CC(CC(C3)C1)C2 (centres undefined) returned AmpC det inh 12%.
`CCOC(=O)C1CCCN(c2c(NCCCN(CC)c3cccc(C)c3)c(=O)c2=O)C1` (centres undefined) gave AmpC det inh -3%.
Screening COc1ccc(-c2nc(CS(=O)CC(=O)NCc3ccccn3)c(C)o2)cc1 (centres undefined) returned AmpC det inh 11%.
Screening NC(=O)CN1C(=O)C2CCCCN2C(=O)c2ccccc21 (centres undefined) returned AmpC det inh -2%.
For Cc1ccc(C(=O)NCc2ccc(Cl)cc2)o1 the results were AmpC det inh -1%.
Screening O=C(CCNC(=O)Cn1ccc2ccccc2c1=O)NCCN1CCN(c2ccccc2F)CC1 returned AmpC det inh 18%.
Cc1cc(C)cc(N(CC(=O)NC2CCCCC2)C(=O)CCC(=O)Nc2cc(C)ccn2)c1 was read as AmpC det inh 15%.
O=C(Nc1c(C(=O)N2CCOCC2)cnn1-c1ccccc1)c1ccco1 was read as AmpC det inh 1%.
O=C(NCc1cccs1)c1cccnc1C(=O)O was read as AmpC det inh -1%.
`Cc1ccccc1NC(=O)CN1C(=O)COc2ccc(Cl)cc21` gave AmpC det inh 12%.
`CCCCN1C(=O)C(O)(CC(=O)c2ccccc2OC)c2ccccc21` (centres undefined) gave AmpC det inh 11%.
Screening COc1ccccc1CNc1nc(-c2cccc(NS(C)(=O)=O)c2)nc2ccccc12 returned AmpC det inh 9%.

14 compounds from above, arranged by number of heavy atoms, smallest number first.
For Cc1ccc(C(=O)NCc2ccc(Cl)cc2)o1 the results were AmpC det inh -1%.
O=C(NCc1cccs1)c1cccnc1C(=O)O was read as AmpC det inh -1%.
Screening Cc1nc2ccc(NC(=O)N3CCCCC3)cc2s1 returned AmpC det inh -1%.
For Cc1ccc(NC(=O)c2ccc3ccccc3n2)nc1 the results were AmpC det inh -2%.
COc1ccc(C(C#N)(CCC#N)CCC#N)cc1OC was read as AmpC det inh -1%.
`Cc1ccccc1NC(=O)CN1C(=O)COc2ccc(Cl)cc21` gave AmpC det inh 12%.
Screening O=C(COc1ccc2c(c1)OCO2)NC12CC3CC(CC(C3)C1)C2 returned AmpC det inh -3%.
`CCCCN1C(=O)C(O)(CC(=O)c2ccccc2OC)c2ccccc21` (centres undefined) gave AmpC det inh 11%.
O=C(Nc1c(C(=O)N2CCOCC2)cnn1-c1ccccc1)c1ccco1 was read as AmpC det inh 1%.
Screening COc1ccc(-c2nc(CS(=O)CC(=O)NCc3ccccn3)c(C)o2)cc1 (centres undefined) returned AmpC det inh 11%.
For O=C(Nc1ccccc1)c1ccc2nc(-c3ccco3)c(-c3ccco3)nc2c1 the results were AmpC det inh -7%.
Screening COc1ccccc1CNc1nc(-c2cccc(NS(C)(=O)=O)c2)nc2ccccc12 returned AmpC det inh 9%.
Cc1cc(C)cc(N(CC(=O)NC2CCCCC2)C(=O)CCC(=O)Nc2cc(C)ccn2)c1 was read as AmpC det inh 15%.
Screening O=C(CCNC(=O)Cn1ccc2ccccc2c1=O)NCCN1CCN(c2ccccc2F)CC1 returned AmpC det inh 18%.

Next section
Cc1ccc(NC(=O)N2CCC(C(=O)NCCC3=CCCCC3)CC2)cc1 was read as AmpC det inh -3%.
`Cc1onc(-c2ccccc2Cl)c1C(=O)Nc1cccnc1` gave AmpC det inh -3%.
For Cc1cc(C)cc(N(CC(=O)NCC2CCCO2)C(=O)CN2C(=O)COc3ccccc32)c1 (centres undefined) the results were AmpC det inh -2%.
For COc1cccc(CC(=O)Nn2c(C)nc3ccccc3c2=O)c1 the results were AmpC det inh 0%.
Screening CCc1nnc(NC(=O)c2cc3c(s2)CCCCC3)s1 returned AmpC det inh -4%.
Screening CSc1ccc(S(=O)(=O)NCc2ccccc2Cl)cc1 returned AmpC det inh -4%.
`CC(C)OC(=O)c1cc(=O)[nH]c2ccccc12` gave AmpC det inh -3%.
For O=P(OCCCl)(OCCCl)OCCCl the results were AmpC det inh 20%.
Screening O=C(Nc1ccc(C(=O)Oc2ccccc2)c(O)c1)c1ccco1 returned AmpC det inh -1%.
`CCN(CC)CCN1C(=O)C(=O)/C(=C(/O)c2cccc(OC)c2)C1c1ccccn1` (centres undefined) gave AmpC det inh 13%.
O=C1c2ccccc2-c2cc([N+](=O)[O-])c([N+](=O)[O-])cc21 was read as AmpC det inh 0%[5.75 µM].
Cc1ccc(NC(=O)CS(=O)CC(=O)NCC2OCCc3ccccc32)c(C)c1 (centres undefined) was read as AmpC det inh 2%.
COc1ncc2nc(-c3ccc(Cl)cc3)c(=O)n(Cc3cccs3)c2n1 was read as AmpC det inh -2%.
`O=C(c1cc(C(F)(F)F)cc(C(F)(F)F)c1)N1CCC2(CC1)CN(c1ccccc1)C2` gave AmpC det inh 1%.
For C=CCc1cccc(CNc2c(C)n(C)n(-c3ccccc3)c2=O)c1O the results were AmpC det inh -3%.
Screening O=C(Cn1c(=O)oc2cc(S(=O)(=O)NCc3ccccc3)ccc21)NCc1ccco1 returned AmpC det inh 10%.
Screening CCc1c(O)nc(N2CCN(Cc3ccccc3)CC2)[nH]c1=O returned AmpC det inh -1%.
Screening CCc1c(C(=O)OC)ncc2[nH]c3cc(OC)c(OC)cc3c12 returned AmpC det inh -2%.
Cc1ccc(NC(=O)N2CCC(C(=O)NCc3ccc(F)cc3)CC2)cc1 was read as AmpC det inh -4%.
Screening COCC(=O)Nc1cccc2ccccc12 returned AmpC det inh -7%.
For Cc1nc2cccc([N+](=O)[O-])c2n1CCCN(C)C the results were AmpC det inh -4%[5.75 µM].
Screening CCN(CC(=O)Nc1ccc2c(c1)OCO2)Cc1nc2ccccc2c(=O)[nH]1 returned AmpC det inh -1%.
For N#CCCN the results were AmpC det inh -1%.
For Cc1ccc(CNC(=O)CNS(=O)(=O)c2cccc3nsnc23)cc1 the results were AmpC det inh 20%.
Cc1cc(NC(=O)c2ccco2)ncc1NC(=O)Cc1ccccc1 was read as AmpC det inh -5%.
`CC1(c2ccc(OC(F)F)cc2)NC(=O)N(CC(=O)NC2CCCCC2)C1=O` (centres undefined) gave AmpC det inh -3%.
For Cc1nc2cnc(N3CCN(C)CC3)nc2n(Cc2ccc(F)cc2)c1=O the results were AmpC det inh 1%.
`O=C(Nc1ccc(Nc2ccccc2)cc1)N1CCOCC1` gave AmpC det inh 0%.
COC(=O)C1C2C=CC3(CN(C(C)c4ccc(OC)cc4)C(=O)C13)O2 (centres undefined) was read as AmpC det inh 2%.
Screening COc1ccc(N(CC(=O)N2CCc3ccccc3C2)S(=O)(=O)c2c(C)nn(C)c2C)cc1 returned AmpC det inh 11%.
N#CCCN(CC(=O)O)S(=O)(=O)c1ccccc1 was read as AmpC det inh 9%.
`Cc1ccc2oc(=O)c3cnn(CC(=O)NC4CCC(C)CC4)c3c2c1` (centres undefined) gave AmpC det inh 4%.
Screening Nc1c(Cl)c(Cl)nc(C(=O)O)c1Cl returned AmpC det inh 8%.
For COCC(=O)Nc1nc2n(n1)C(c1ccc(Cl)cc1)CC(c1ccc(OC)cc1)N2 (centres undefined) the results were AmpC det inh 14%.
Screening CCN(CC)CCNC(=O)CCc1n[nH]c(=O)c2ccccc12 returned AmpC det inh 9%.
Screening CN(C1CCCCC1)S(=O)(=O)c1ccc(C(=O)O)cc1 returned AmpC det inh -1%.
`CCNS(=O)(=O)c1ccc2nc(NC(=O)c3cccnc3)sc2c1` gave AmpC det inh -1%.
O=C(c1cccnc1Nc1ccc2c(c1)CCC2)N1CCOCC1 was read as AmpC det inh 14%.
CCc1ccccc1NC1=NCC(=O)N1Cc1ccc(OC)cc1 was read as AmpC det inh -3%.
Screening CCOc1ccc(C2N(c3cc(Cl)ccc3OC)C(=O)C3CCCN32)cc1OC (centres undefined) returned AmpC det inh 5%.
For CC1(C)CSC(=S)N1S(=O)(=O)c1ccccc1 the results were AmpC det inh 14%.
CCCC(c1nnnn1Cc1ccco1)N1CCN(c2cc(Cl)ccc2C)CC1 (centres undefined) was read as AmpC det inh 5%.
N#Cc1cccc(-c2nccc(NCc3cccnc3)n2)c1 was read as AmpC det inh 10µM*.
Screening c1ccc(Cn2nnc3c(NCc4ccc5c(c4)OCO5)nc(C4CC4)nc32)cc1 returned AmpC det inh 14%.
For COc1ccc(Cl)cc1N1C(=O)C2CCCN2C1c1cccc(F)c1 (centres undefined) the results were AmpC det inh 8%.
For COC(=O)N1CC=CC1(C)C(=O)NCc1ccc(C)o1 (centres undefined) the results were AmpC det inh 10%.
For Cc1ccc(S(=O)(=O)N(C)CCCC(=O)Nc2ccccn2)cc1 the results were AmpC det inh 0%.
C=CCNCc1cccn1-c1ccccc1 was read as AmpC det inh 10%.
Screening c1c2c(cc3sc(N4CCOCC4)nc13)OCCO2 returned AmpC det inh 17%.
Screening COc1ccc(-n2c(Cc3cccn3C)nnc2SCC(=O)Nc2nccs2)cc1 returned AmpC det inh 14%.
Screening CC(C)OP(=O)(c1ccc(N(C)C)cc1)C(O)c1ccncc1 (centres undefined) returned AmpC det inh -3%.
Cn1c(=O)c(C(=O)c2ccccc2)nc2ccccc21 was read as AmpC det inh 12%.
Cc1cc(=O)[nH]c(SCC(=O)N2c3ccccc3CC2C)n1 (centres undefined) was read as AmpC det inh -2%.
`O=C1CCC(C(=O)NCCCn2ccnc2)N1` (centres undefined) gave AmpC det inh 0%.
CCOc1ccc(CCNC(=O)C2CCN(c3nn4c(=O)cc(C)nc4s3)CC2)cc1OCC was read as AmpC det inh 14%.
Screening CCc1c(C)nc(SCC(=O)Nc2cccc(Br)c2)[nH]c1=O returned AmpC det inh -1%.
`N#CC(C(=O)NCc1ccccc1)c1nc2ccccc2nc1N1CCCC1` (centres undefined) gave AmpC det inh 1%.
`COc1ccc(Cn2c(=O)[nH]c3cc(C(=O)NCCCN4CCCCC4)ccc3c2=O)cc1` gave AmpC det inh 2%.
